# ATG4B inh – inhibitors of human ATG4B cysteine protease; hit rate 0.51% among 340,000; inhibition, % at 8.33 µM; ATG4B cleavage of LC3-PLA2, NBD-HPC fluorescence, 1 h; AID 504462; in the data active means inhibition above about 40%
# Target sequence (Q9Y4P1 whole entry, looked up): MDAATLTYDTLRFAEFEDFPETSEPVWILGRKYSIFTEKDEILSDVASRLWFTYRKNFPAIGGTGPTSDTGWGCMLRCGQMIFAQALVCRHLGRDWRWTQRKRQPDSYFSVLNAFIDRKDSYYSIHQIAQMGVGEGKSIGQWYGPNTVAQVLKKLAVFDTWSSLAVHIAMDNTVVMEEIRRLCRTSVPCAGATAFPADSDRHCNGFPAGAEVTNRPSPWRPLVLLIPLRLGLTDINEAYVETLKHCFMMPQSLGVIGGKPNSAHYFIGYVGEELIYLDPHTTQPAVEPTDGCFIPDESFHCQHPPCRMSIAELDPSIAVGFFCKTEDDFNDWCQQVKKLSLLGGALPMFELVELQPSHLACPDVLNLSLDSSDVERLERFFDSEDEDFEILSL
# hIAP inh – blocks human intestinal alkaline phosphatase. P09923. purified IAP, CDP-Star luminescence, 30 min. inhibition, % at 10 µM. hit rate 0.12% among 330,000. AID 2544;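 active means inhibition reaching a set limit with compound at 10 µM in the primary screen, cut at about 35% in these data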;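 further: plate controls were DMSO wells with enzyme for no effect and no-enzyme buffer wells for full effect; values of inactives mirror those of a sister screen read the other way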
# mIAP inh – blocks mouse intestinal alkaline phosphatase | purified mouse IAP, CDP-Star luminescence, 30 min | inhibition, % at 10 µM | hit rate 0.2% among 330,000;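 active means inhibition of at least 40% at 10 µM in the primary screen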;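 further: plate controls were DMSO with enzyme for no effect and no enzyme wells for full effect; values of inactives mirror those of a sister screen read the other way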
# APOBEC3A inh – blocks human APOBEC3A ssDNA deamination | recombinant A3A, FAM/TAMRA ssDNA deamination fluorescence | hit rate 0.41% among 330,000 | inhibition, % at 20 µM | P31941;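 active means at least 40% inhibition at 20 µM here, with at most 30% in a related deaminase screen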;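 further: plate controls were A3A with DMSO for no effect and wells lacking A3A enzyme for full effect; some results filed as inactive read as strong as hits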
# Target sequence (P31941 whole entry, looked up): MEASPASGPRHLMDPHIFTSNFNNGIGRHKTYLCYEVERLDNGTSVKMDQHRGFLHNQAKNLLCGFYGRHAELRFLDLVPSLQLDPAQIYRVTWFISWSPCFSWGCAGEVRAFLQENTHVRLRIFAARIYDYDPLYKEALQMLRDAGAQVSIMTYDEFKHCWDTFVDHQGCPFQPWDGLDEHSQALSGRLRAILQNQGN
# hIAP activ – increases human intestinal alkaline phosphatase activity. hit rate 0.16% among 330,000. activation factor at 10 µM. purified human IAP, CDP-Star luminescence, 30 min; active compounds read high; 1 = vehicle-only enzyme, 0 = enzyme-free background. P09923. AID 2524;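 active means activation factor of the enzyme at least 2-fold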; further: the source names both 10 and 20 µM as test concentration; values of inactives mirror those of a sister screen read the other way
# HKDC1 inhibitor – inhibitors of human hexokinase HKDC1; Q2TB90; recombinant HKDC1, G6PDH/diaphorase resazurin coupled fluorescence; inhibition, % at 20 µM; hit rate 0.16% among 340,000; AID 493160;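 active means inhibition above about 35% when tested at 20 µM, limit read from the data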;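 further: plate controls were DMSO wells with enzyme for no effect and DMSO wells lacking enzyme for full effect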
#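 Material – in-house recombinant HK5 (HKDC1) enzyme · Quantity – HKDC1 at 5 µg/mL · Buffer or medium – pH 8.0 Tris buffer with 10 mM MgCl2 · Reagent – glucose with 1 mM ATP · Dosing – single 20 µM dose · Times – reaction time 90 min, room temperature, protected from light · Technique – resorufin fluorescence at 613 nm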
# PfGluPho inh – PfG6PD (Plasmodium falciparum) enzyme inhibition | inhibition, % at 20 µM | hit rate 0.78% among 350,000 | PfGluPho enzyme, NADPH resazurin-diaphorase fluorescence;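 active means inhibition reaching at least a set limit at 20 µM in the primary screen, cut at about 59% in these data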;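 further: 0% = DMSO wells with substrate and 100% = DMSO wells lacking glucose-6-phosphate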
# mIAP act – mouse IAP activation; muIAP, CDP-Star luminescence, 30 min; active compounds read high; 1 = vehicle-only enzyme signal, 0 = enzyme-free wells; activation factor at 10 µM; hit rate 0.24% among 330,000; AID 2805;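 active means activation factor of at least 2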; further: the source names both 10 and 20 µM as test concentration; values of inactives mirror those of a sister screen read the other way
#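 also added = chemiluminescent substrate CDP-Star | test system = mouse IAP enzyme | signal = chemiluminescence readout | compound = DMSO-dissolved test compounds | incubation = 30 min at room temperature | benchmarks = DMSO wells, no-enzyme wells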
# * = called active by the depositor; . = not tested or not shown.
SMILES,ATG4B inh,hIAP inh,mIAP inh,APOBEC3A inh,hIAP activ,HKDC1 inhibitor,PfGluPho inh,mIAP act
COCc1c(C(=O)NCC2COc3ccccc3O2)oc2ccccc12 (configuration not stated),-24,6,8,2,0.94,0,16,0.92
COc1cc2[nH]c(=O)n(Cc3ccccc3Cl)c(=O)c2cc1OC,-8,-1,11,0,1,-4,-4,0.89
Cc1ccccc1NC(=O)C1Cc2ccccc2C(=O)O1 (configuration not stated),-10,12,-5,1,0.88,-2,0,1.1
Cc1cc(/C=N/n2cnnc2)c(C)n1-c1ccc(Cl)cc1,12,-1,0,31,1,0,-2,1
Cc1ccc(C)c(Cn2c(=O)n(-c3ccc(CC(=O)NCc4ccco4)cc3)c(=O)c3sccc32)c1,4,-4,-7,-2,1,-3,-9,1.1
COC(=O)c1cccc(NC(=O)CN2C(=O)c3ccccc3C2=O)c1,1,7,-6,1,0.93,-4,-19,1.1
O=C(Nc1ccc([N+](=O)[O-])cc1)c1nc[nH]c1C(=O)NC1CCCCC1,15,-10,6,1,1.1,-1,-27,0.94
COc1ccc(C(=O)CSc2[nH]c(=O)cc(C(F)(F)F)c2C#N)cc1,35,2,9,0,0.98,1,-22,0.91
COc1ccc(NC(=O)COc2coc(CN3CCCc4ccccc43)cc2=O)cc1,-1,8,2,4,0.92,0,-10,0.98
CC1CCCC(C)N1C(=O)c1cccc2c1-c1ccccc1/C2=N/O (configuration not stated),-6,3,-2,-2,0.97,4,-21,1
Cc1cc(C)cc(N(C(=O)c2csnn2)C(C(=O)NC(C)(C)C)c2cccnc2)c1 (configuration not stated),-4,-9,-10,1,1.1,9,-1,1.1
O=C(Nc1ccc(Cl)c(S(=O)(=O)N2CCOCC2)c1)c1cc(=O)[nH]c2ccccc12,-9,-14,5,2,1.1,0,0,0.95
O=C(c1ccccc1NS(=O)(=O)c1ccccc1)N1CCCCCC1,-4,-3,2,-8,1,-5,-9,0.98
CCC(CC)C(=O)Nc1ccc(Sc2ccc([N+](=O)[O-])cc2)cc1,-6,9,16,0,0.91,-2,11,0.84
Fc1ccc(-c2nc3ccccn3c2NCc2ccc3c(c2)OCO3)cc1,-6,24,3,-4,0.76,-2,10,0.97
Cc1cc2ncn(CC(O)COC3CCCCC3)c2cc1C (configuration not stated),-3,-24,-3,-2,1.2,-11,-15,1
CCSc1nnc(NC(=O)CSC2=NN3CCCC(=O)N=C3S2)s1,0,8,2,8,0.92,-5,-4,0.97
N#Cc1ccc(Oc2cnccn2)cc1,15,25,-8,1,0.75,-4,-15,1.1
Cc1ccccc1N/C(SCc1ccc(Cl)cc1)=C(/C#N)C(N)=O,11,2,11,-1,0.98,4,26,0.89
O=C(Nc1ccccc1Cl)Nn1cnnc1,2,-9,-2,-2,1.1,-3,-10,1
CCCCn1ccnc1C(=O)c1ccc(S(=O)(=O)N2CCCC2)cc1,-5,5,10,0,0.95,-5,-3,0.9
Cc1cc(SCC(=O)NN=C2CCN(C(C)C)CC2)c(C)cc1Br,27,2,2,0,0.98,-8,-6,0.98
O=C(O)CC12CC3CC(C1)CC(n1ncc(NCc4ccc5c(c4)OCO5)c(Cl)c1=O)(C3)C2,.,-11,4,-3,1.1,.,.,0.96
COc1ccc(NCc2ccccc2[N+](=O)[O-])cc1OC,-8,-30,6,-1,1.3,-3,34,0.94
Cc1cccc(NC(=O)c2ccc([N+](=O)[O-])o2)c1,0,-17,-7,-3,1.2,1,33,1.1

# Compound profiles, from the list above. Order of values: ATG4B inh, hIAP inh, mIAP inh, APOBEC3A inh, hIAP activ, HKDC1 inhibitor, PfGluPho inh, mIAP act
# Cc1ccccc1NC(=O)C1Cc2ccccc2C(=O)O1 (configuration not stated) as listed: -10, 12, -5, 1, 0.88, -2, 0, 1.1
# COc1cc2[nH]c(=O)n(Cc3ccccc3Cl)c(=O)c2cc1OC as listed: -8, -1, 11, 0, 1, -4, -4, 0.89
# Cc1ccccc1N/C(SCc1ccc(Cl)cc1)=C(/C#N)C(N)=O as listed: 11, 2, 11, -1, 0.98, 4, 26, 0.89

# Part of the list above, with values ahead of the structure.
ATG4B inh,hIAP inh,mIAP inh,APOBEC3A inh,hIAP activ,HKDC1 inhibitor,PfGluPho inh,mIAP act,Structure
1,7,-6,1,0.93,-4,-19,1.1,COC(=O)c1cccc(NC(=O)CN2C(=O)c3ccccc3C2=O)c1
-4,-3,2,-8,1,-5,-9,0.98,O=C(c1ccccc1NS(=O)(=O)c1ccccc1)N1CCCCCC1
4,-4,-7,-2,1,-3,-9,1.1,Cc1ccc(C)c(Cn2c(=O)n(-c3ccc(CC(=O)NCc4ccco4)cc3)c(=O)c3sccc32)c1
-4,-9,-10,1,1.1,9,-1,1.1,Cc1cc(C)cc(N(C(=O)c2csnn2)C(C(=O)NC(C)(C)C)c2cccnc2)c1 (configuration not stated)
-3,-24,-3,-2,1.2,-11,-15,1,Cc1cc2ncn(CC(O)COC3CCCCC3)c2cc1C (configuration not stated)

# Going on with the list.
SMILES,ATG4B inh,hIAP inh,mIAP inh,APOBEC3A inh,hIAP activ,HKDC1 inhibitor,PfGluPho inh,mIAP act
CCOc1ccc(NC(=O)CCNC(=O)C2CCN(S(=O)(=O)c3ccccc3)CC2)cc1,-1,-7,3,1,1.1,-6,1,0.97
Nc1nnc(CSc2ccc(Cl)cc2)s1,2,-4,-14,2,1,1,6,1.1
Cn1nc([N+](=O)[O-])c(C(C#N)c2nc3ccccc3n2C)c(Cl)c1=O (configuration not stated),28,18,-2,-1,0.82,-2,-17,1
CCn1c(CSc2ncccn2)nnc1SCC(=O)N1CCCCC1,-2,12,-5,2,0.88,-4,-21,1.1
Cc1nn(C)c(C)c1NC(=O)CC12CC3CC(CC(C3)C1)C2,-15,-15,3,0,1.2,-12,9,0.97
O=C(NCC1CCCO1)c1cccc(Br)c1 (configuration not stated),-4,11,7,-1,0.89,-2,-8,0.93
O=C(Cc1n[nH]c(=O)[nH]c1=O)N/N=C/CCc1ccccc1,-8,5,10,-4,0.95,-7,-5,0.9
CC1CCC(NC(=O)COC(=O)C2CC3CCCC(C2)C3=O)CC1 (configuration not stated),-1,1,2,3,0.99,-8,4,0.98
O=C(CCn1c(=O)sc2ccccc21)Nc1nccs1,-9,4,0,0,0.96,8,-1,0.99
Cc1ccc(C2CCN(C(=O)Nc3ccccc3)C2)cc1 (configuration not stated),-13,-4,1,-2,1,-8,-17,0.99
CCN(CC)C1CCN(C(=O)CCc2nnc(CCc3ccccc3)o2)C1 (configuration not stated),-2,0,3,2,1,-5,-5,0.97
COC(=O)[C@@H]1C[C@@]2(O)[C@@H](O)[C@@H](O)[C@@H](O)C[C@H]2N1CC1CCCCC1,4,0,-1,3,1,-1,-1,1
COc1ccc(Cl)cc1S(=O)(=O)NC(C)C(=O)NCc1ccncc1 (configuration not stated),0,0,4,-3,1,-7,16,0.96
CCOC(=O)CC(=O)CSc1nnc2c(n1)[nH]c1ccccc12,-9,-8,8,1,1.1,-2,-11,0.92
COc1ccc(CN2C(=O)/C(=C/c3ccncc3)SC2=S)cc1,1,-12,14,-6,1.1,15,-4,0.86
COc1ccc(CCNC(=O)c2ccncc2)cc1OC,7,-25,-4,4,1.2,-9,-16,1
Cc1c(Cc2ccccc2)c(=O)oc2c(C)c(OCC(=O)NCC3CCC(C(=O)O)CC3)ccc12 (configuration not stated),-16,15,-3,-1,0.85,3,-25,1
COc1ccc(-c2cc(C(=O)O)c3ccccc3n2)c(OC)c1,6,2,11,-5,0.98,-1,-20,0.89
Cc1ccc(C2(C)NC(=O)N(CC(=O)NC3CCCCC3)C2=O)cc1 (configuration not stated),2,15,-2,3,0.85,2,-21,1
CC(=O)Nc1cccc(OCC(=O)NC(C)c2ccc3ccccc3c2)c1 (configuration not stated),-22,-18,-5,2,1.2,-8,-1,1.1
CCOC(OCC)c1ccc(/C=C\c2nccc(N)n2)cc1,0,-12,-6,-1,1.1,-3,6,1.1
CCCCCCCNC(=O)CN1N=C(c2ccc(C)cc2)CCC1=O,-8,-27,-3,-3,1.3,-3,6,1
COc1ccc(Cl)cc1N(CC(=O)Nc1ccccc1C(=O)N1CCOCC1)S(C)(=O)=O,-1,-7,4,-4,1.1,2,8,0.96
COc1cc(NC(=O)CNc2cccc(S(=O)(=O)N3CCOCC3)c2)cc(OC)c1,-8,-2,-1,0,1,-3,6,1
Cc1ccc(S(=O)(=O)/N=C(/Nc2ccccn2)c2ccc(Cl)cc2)cc1,-8,-18,-2,-16,1.2,-3,-7,1

# Additional compounds follow:
SMILES,ATG4B inh,hIAP inh,mIAP inh,APOBEC3A inh,hIAP activ,HKDC1 inhibitor,PfGluPho inh,mIAP act
Cc1ccc(-c2nn(-c3ccccc3)cc2/C=C(\C#N)C(=O)NCc2ccccc2)cc1,8,6,6,-5,0.94,2,-19,0.94
CC(=O)Nc1ccc(S(=O)(=O)NCc2nc(-c3ccc(C)cc3)no2)cc1,-5,22,1,-2,0.78,-4,15,0.99
CC1CCCN(C(=O)CCc2nnc(-c3ccc4c(c3)OCO4)o2)C1 (configuration not stated),3,-21,7,-1,1.2,-3,13,0.93
CCOc1ccc(NC(=O)COC(=O)c2cccnc2)cc1,-4,-21,1,-3,1.2,-6,3,0.99
COc1ccc(NC(=O)C(CC(=O)O)C(C)c2ccccc2)cc1 (configuration not stated),5,5,0,-2,0.95,-4,-4,1
Nc1ccc(S(=O)(=O)Nc2nc3ccccc3o2)cc1,0,2,7,13,0.98,1,3,0.93
OCC[C@H]1C[C@H](O)[C@@H](O)[C@]2(Cc3ccccc3CO2)O1,3,-10,-14,-4,1.1,-5,1,1.1
COc1cc(Cl)c(S(=O)(=O)NCCCN2CCOCC2)cc1Cl,-4,3,-8,0,0.97,-6,7,1.1
C[C@H]1NC(=O)[C@@]2(C)[C@@H](c3ccccc3)[C@H]3COc4ccccc4[C@H]3N2C1=O,1,2,-6,-3,0.98,-7,-5,1.1
N#CCC(=O)N/N=C/c1ccc(Cl)cc1,12,-11,14,1,1.1,4,-38,0.86
COCCn1c(SCC(=O)Nc2sccc2C(N)=O)nc2cc(Cl)ccc2c1=O,-13,-3,2,0,1,1,0,0.98
CC(=O)Nc1ccc(C2=CC(=O)C[C@H](c3ccc(Cl)cc3)C2)cc1,-4,8,6,0,0.92,24,-2,0.94
O=[N+]([O-])c1cccc(-c2c(-c3ccccc3)ncc3cc(F)ccc23)c1,-7,5,11,-3,0.95,9,7,0.89
O=C(CS(=O)(=O)c1ccccc1)N(CCCN1CCOCC1)c1nc2c(F)cccc2s1,-5,-5,7,-4,1,-1,15,0.93

# Screening results deposited in PubChem by Sanford-Burnham Center for Chemical Genomics.
